High-throughput results: PubChem, several laboratories
NR5A2 inv ag: LRH-1 (NR5A2) inverse agonists, primary screen, cell-based, luminescence, HEK293T, StAR-luciferase reporter | LRH-1 transfected, 24 h | Nuclear receptor subfamily 5 group A member 2 (Homo sapiens), O00482 | inhibition, % at 3.6 µM | AID 602396, 2012 | 0.13% of 360,000 active;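 active means inhibition above the mean inhibition of all tested compounds plus 3 SD, cut at about 73% in these data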;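 further: 0% = DMSO wells and 100% = reporter-only cells lacking LRH-1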
ABHD5 PLIN5 PPI: ABHD5-PLIN5 interaction inhibitors, primary screen, cell lysate, split luciferase complementation, luminescence | Perilipin-5 (Homo sapiens) + 1-acylglycerol-3-phosphate O-acyltransferase ABHD5 (Homo … | Split G. princeps luciferase complementation, 4 h | inhibition, % at 4 µM | 0.78% of 360,000 active;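 active means inhibition above the mean inhibition across every tested compound plus 3 SD, cut at about 22% in these data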;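 further: 0% = DMSO only wells and the 100% control is not disclosed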
NCOA3 inh: SRC3 coactivator transcriptional activity inhibitors, primary screen, cell-based, luminescence; HEK293 GAL4-SRC3 luciferase reporter; inhibition, % at 3.6 µM; AID 588352, 2011; Nuclear receptor coactivator 3 (Homo sapiens), Q9Y6Q9; 0.17% of 360,000 active;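 active means inhibition above a per-campaign cutoff, the mean of all compounds plus 3 SD, cut at about 60% in these data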;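 further: 0% = DMSO-treated cells and 100% = gossypol-treated cells at 36 µM; higher means less SRC3-driven luciferase light from the GAL4 reporter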
Target sequence (Q9Y6Q9 whole entry, looked up, the tested form may be a part): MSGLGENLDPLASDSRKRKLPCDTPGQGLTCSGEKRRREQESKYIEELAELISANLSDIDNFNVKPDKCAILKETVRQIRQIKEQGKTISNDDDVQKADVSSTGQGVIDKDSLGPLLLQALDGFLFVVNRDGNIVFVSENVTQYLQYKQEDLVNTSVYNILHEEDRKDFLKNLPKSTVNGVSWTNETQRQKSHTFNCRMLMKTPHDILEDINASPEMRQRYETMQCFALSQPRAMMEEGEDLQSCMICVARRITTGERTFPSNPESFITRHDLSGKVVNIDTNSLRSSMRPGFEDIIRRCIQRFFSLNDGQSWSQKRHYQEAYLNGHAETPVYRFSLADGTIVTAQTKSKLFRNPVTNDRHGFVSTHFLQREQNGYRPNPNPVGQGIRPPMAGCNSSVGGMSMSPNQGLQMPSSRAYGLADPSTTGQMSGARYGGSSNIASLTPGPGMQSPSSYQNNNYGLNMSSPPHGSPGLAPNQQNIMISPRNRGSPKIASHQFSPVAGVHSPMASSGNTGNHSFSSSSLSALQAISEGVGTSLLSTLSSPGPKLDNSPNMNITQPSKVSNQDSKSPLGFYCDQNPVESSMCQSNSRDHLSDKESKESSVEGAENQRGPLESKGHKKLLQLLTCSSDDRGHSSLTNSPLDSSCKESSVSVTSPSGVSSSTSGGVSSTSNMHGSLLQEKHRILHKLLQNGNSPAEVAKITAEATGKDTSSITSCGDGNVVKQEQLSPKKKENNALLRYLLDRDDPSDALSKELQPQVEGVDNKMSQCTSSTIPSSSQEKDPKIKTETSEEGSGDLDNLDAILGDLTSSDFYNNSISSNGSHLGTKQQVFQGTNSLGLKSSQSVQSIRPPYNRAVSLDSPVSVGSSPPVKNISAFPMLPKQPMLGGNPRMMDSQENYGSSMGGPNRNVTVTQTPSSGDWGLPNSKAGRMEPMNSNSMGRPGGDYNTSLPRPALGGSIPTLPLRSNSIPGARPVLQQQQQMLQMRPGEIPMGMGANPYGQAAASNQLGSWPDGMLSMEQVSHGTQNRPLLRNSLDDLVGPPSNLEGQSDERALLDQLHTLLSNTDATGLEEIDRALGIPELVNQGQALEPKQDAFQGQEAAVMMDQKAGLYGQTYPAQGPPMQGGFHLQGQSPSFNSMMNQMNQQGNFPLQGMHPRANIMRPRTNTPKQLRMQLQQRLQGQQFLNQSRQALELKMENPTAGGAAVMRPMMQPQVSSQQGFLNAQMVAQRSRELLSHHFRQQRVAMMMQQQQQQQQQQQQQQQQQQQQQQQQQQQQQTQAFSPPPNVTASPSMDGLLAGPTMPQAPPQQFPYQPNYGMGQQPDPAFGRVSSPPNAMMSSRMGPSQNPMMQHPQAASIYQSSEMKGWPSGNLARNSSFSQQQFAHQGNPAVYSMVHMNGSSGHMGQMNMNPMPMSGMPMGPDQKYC
NOD2-RIPK2 inh: NOD2-RIPK2 binding disruptors in cells, primary screen, fluorescence, CHO cells, BLA complementation; AID 624267, 2012; Receptor-interacting serine/threonine-protein kinase 2 (Homo sapiens), O43353; 0.38% of 360,000 active; inhibition, % at 4.98 µM; CCF4 ratio; in the data active means inhibition above about 21%;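 further: 0% = vehicle only and 100% = reference blocker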
TWEAK-Fn14 inh: inhibitors of TWEAK-Fn14 signaling, primary screen, luciferase reporter cells, uHTS. AID 1159606, 2016. inhibition, % at 10 µM. TWEAK-stimulated Fn14 reporter cells, luciferase luminescence, 8 h. 2% of 360,000 active; in the data active means inhibition above about 50%
Granule exo inh: LAMP-1 surface exposure blockers, TALL-104 cells – cell-based, flow cytometry, MLPCN library, primary screen | TALL-104 LAMP-1 surface exposure; cells stimulated with thapsigargin and PMA | inhibition, % at 10 µM | 0.66% of 360,000 active | AID 651702, 2012;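 active means inhibition above about 55%, limit read from the data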
SRC1 inh: SRC1 coactivator transcriptional activity inhibitors, primary screen, cell-based, luminescence; HEK293 GAL4-SRC1 luciferase reporter; inhibition, % at 3.6 µM; 0.12% of 360,000 active;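 active means inhibition above the campaign mean plus 3 SD, with each screening campaign given its own cutoff, cut at about 60% in these data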;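 further: 0% = DMSO treated cells and 100% = gossypol at 36 µM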
NR2F2 inh: NR2F2 transcriptional activity inhibitors, primary screen, cell-based, luciferase reporter, HEK293T, luminescence; HEK293T NGFI-A luciferase reporter; inhibition, % at 8.6 µM; 0.7% of 370,000 active;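 active means inhibition above a per-plate cutoff, mean inhibition of test wells between control levels plus 3 SD, cut at about 38% in these data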;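 further: cells cotransfected with COUP-TFII expression vector driving the NGFI-A reporter; 0% = median of COUP-TF2 test wells and 100% = reporter-only cells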
TROY NFkB inh: inhibitors of TROY-driven NF-kB signaling, primary screen, Q293 LMP1-TROYcd cells, NF-kB luciferase, uHTS | inhibition, % at 10 µM | Q293 LMP1-TROYcd NF-kB luciferase reporter, 4 h | 0.98% of 360,000 active;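 active means compounds whose plate-normalised and pattern-corrected inhibition of the luciferase reporter signal at the single screening dose is 50% or more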
TLR9-MyD88 inh: inhibitors of TLR9-MyD88 association in cells, primary screen, cell-based, CHO, BLA complementation, fluorescence; Toll-like receptor 9 (Homo sapiens) + Myeloid differentiation primary response protein …; inhibition, % at 4.98 µM; CCF4 FRET ratio; AID 504734, 2011; 0.21% of 340,000 active;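 active means inhibition above the mean over all tested compounds plus 3 SD, cut at about 21% in these data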;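 further: 0% = DMSO only wells and 100% = clavulanate BLA inhibitor control wells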
SRC2 inh: inhibition of GAL4-SRC2 driven luciferase reporter, primary screen, SRC2 inhibitor project, cell-based, luminescence; 0.17% of 370,000 active; inhibition, % at 9 µM; HEK293 GAL4-SRC2 luciferase reporter;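 active means inhibition above the mean inhibition of all tested compounds plus 3 SD, set per campaign, cut at about 52% in these data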;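 further: 0% = DMSO treated cells and 100% = cells given Gossypol at 36 µM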
* = called active by the depositor; / = no result given.

SMILES	NR5A2 inv ag	ABHD5 PLIN5 PPI	NCOA3 inh	NOD2-RIPK2 inh	TWEAK-Fn14 inh	Granule exo inh	SRC1 inh	NR2F2 inh	TROY NFkB inh	TLR9-MyD88 inh	SRC2 inh
CCn1c(-c2cccn(Cc3ccccc3)c2=O)n[nH]c1=S	7	1	11	-1	-5	-2	5	-8	-15	6	4
O=C(/C=C/c1ccccc1)NC1CCSC1=O (stereo unspecified)	-55	-2	-38	-14	-12	3	-37	-12	-33	-10	-9
COc1ccc(C(=O)COC(=O)c2cc(=O)c3ccccc3o2)c(OC)c1	-4	-1	-4	-4	-22	-1	3	9	-19	-8	-23
O=C(c1ccccn1)c1ncc(C(F)(F)F)cc1Cl	-17	3	-19	-4	10	3	3	7	2	-3	-15
Cn1c(C(=O)Nc2ccc3c(c2)OCO3)cc2c(=O)n(C)c3ccccc3c21	11	1	0	0	9	0	-2	-2	-19	1	17
Nc1nnc2cc(Cl)ccc2n1	14	3	-2	6	9	2	20	-11	7	-6	-6
CCOc1ccc(NN=C(C(=O)OC)C(=O)OC)c([N+](=O)[O-])c1	-3	10	-4	-7	-10	-1	-43	-6	-12	-1	-13
CCCSc1ccc(-c2nn(-c3ccccc3)cc2/C=C(/C#N)C(=O)NCCCOC)cc1	-16	-2	13	10	-20	2	-9	-3	-1	-5	-5
CCc1ccc2oc(C(=O)N3CCN(c4ccc(OC)cc4)CC3)cc(=O)c2c1	1	1	18	-5	-5	6	-4	21	-1	-12	-83
COc1ccc(OCCN2CCN(C(=O)c3ccc(OC)cc3)CC2)cc1	31	-3	20	-2	-5	3	4	33	2	-2	19
CCN(CC)c1ccc(NC(=O)CSc2ccsc2[N+](=O)[O-])c(C)c1	38	-15	13	2	7	1	2	12	-6	6	-1
CC1CCCN(S(=O)(=O)c2ccc(CN3C(=O)c4cccnc4C3=O)cc2)C1 (stereo unspecified)	-19	-6	13	-3	5	30	-1	1	-9	0	-13
COc1ccc(S(=O)(=O)Nc2ccc(F)cc2)cc1N(C)S(=O)(=O)c1ccc(Cl)cc1	-3	-11	0	-14	23	11	-6	14	38	-5	7
Cc1cccc(OCC(O)Cn2c(NCCCOC(C)C)nc3c2c(=O)[nH]c(=O)n3C)c1 (stereo unspecified)	-1	-4	3	1	17	-3	-2	6	17	-5	-33
COc1ccc(/C(O)=C/C(=O)C(=O)Nc2c(C)n(C)n(-c3ccccc3)c2=O)cc1	-17	-4	-14	2	1	-2	-7	0	-9	0	-16
O=C(Nc1ccccc1[N+](=O)[O-])OCC=Cc1ccccc1	3	2	-9	-1	-20	-1	4	-11	-59	2	15
COc1ccc(C2c3sc(=O)[nH]c3SC3C4CCC(C4)C23)cc1 (stereo unspecified)	13	-10	-1	-3	64*	0	12	7	/	2	-13
CC(Oc1ccc(Cl)cc1Cl)C(=O)NC1=NN(c2ccccc2)C(=O)C1 (stereo unspecified)	-8	-19	-10	-8	-22	4	-3	10	3	-1	3
CCCn1c(N)c(N(CCOC)C(=O)c2cc(C)cc(C)c2)c(=O)[nH]c1=O	12	0	-4	-6	-3	-1	5	-4	5	-8	12
CCCCN(C(=O)c1ccc2c(c1)OCO2)c1c(N)n(CCCC)c(=O)[nH]c1=O	30	-3	18	-9	9	4	-6	/	21	-3	/
COc1ccccc1N1CCN(C(=O)c2ccc(Cn3c(=O)[nH]c4ccsc4c3=O)cc2)CC1	-22	2	-16	7	15	-2	1	10	-16	12	-13
COc1ccc(NC(=O)C2CCCN(c3cnccn3)C2)cc1 (stereo unspecified)	5	-1	-22	-9	-5	-6	4	-6	-23	-2	-14
Cc1[nH]nc(SCC(=O)NC2CCCC2)c1[N+](=O)[O-]	-9	-8	-30	-7	4	-8	0	7	8	-3	-16
N#Cc1ccc(OCC(=O)N/N=C(\CCC(=O)O)c2cccs2)cc1	7	2	14	-9	0	1	-8	-12	2	0	12
O=S(=O)(Nc1ccc(Cl)cn1)c1ccccc1	-11	-6	1	-6	-7	4	-14	12	-10	6	1
O=C(Nc1ccc2c(c1)OCCO2)C1CCCN(S(=O)(=O)c2cccs2)C1 (stereo unspecified)	-30	-1	14	2	-2	1	-8	/	8	-15	/
Cc1ccc(C(=O)Nc2cccc(-c3cn4ccccc4n3)c2)cc1	-40	-1	-25	-6	-6	7	-34	-7	-17	-5	-31
Cc1cc(N/N=C/c2cccc(Cl)c2)nc(NCc2ccccc2)n1	0	-4	-8	-8	-4	2	-1	-10	-12	-12	-12
CCOC(=O)Cc1nnc(NC(=O)c2ncn[nH]2)s1	-6	3	6	5	10	1	9	6	4	2	-15
O=C1OCCN1C(=O)[C@H]1[C@H](c2ccc([N+](=O)[O-])cc2)C(c2cccc(Cl)c2)=NN1c1ccccc1	-9	5	-8	1	12	-3	8	-12	-1	0	-14
Cc1cccc(NC(=O)c2cc(=O)c3ccccc3o2)c1	-19	-1	-26	-10	-5	-3	-11	-21	-46	4	-23
CC(C)n1nnnc1C1c2ccccc2C(=O)N1Cc1ccccc1 (stereo unspecified)	11	-1	/	-5	-8	-5	/	13	-4	/	-1
CCN(CC)S(=O)(=O)c1ccc(NC(=S)NC(=O)C2CCC2)cc1	8	-4	1	-9	-8	0	-45	-8	-11	0	1
Cc1cc(NC(=O)c2ccco2)sc1C	-105	-3	-80	4	-18	-6	-79	-21	-40	-9	-61
CCCN(c1ccc(OCC)cc1)S(=O)(=O)c1ccc2c(c1)CCN2C(=O)CCC(=O)O	-4	-2	12	-10	-5	3	0	-3	-12	3	-2
COc1ccc(CN2CCC(C)(Oc3ccc(C(C)=O)cc3)C2)c2ccccc12 (stereo unspecified)	3	1	-4	-2	-3	-2	-18	5	-13	/	-37
COc1cccc(CN2CC(C(=O)NC3CCCCCC3)CCC2=O)c1 (stereo unspecified)	-4	2	15	-8	-1	3	-9	-2	-16	7	-9
CCOC(=O)c1c(C)n(C)c2ccc(OCC(O)Cn3nc(C)cc3C)cc12 (stereo unspecified)	12	-3	19	-4	13	-2	2	11	-16	4	9
Cc1cnc(C(=O)Nc2ccccc2F)cn1	-102	0	-75	-8	3	4	-86	-22	-58	6	-22
COC(=O)c1cccc(C23CC4(C2)[C@H](CN(Cc2ccc(C(F)(F)F)cc2)[C@@H]4c2ccccc2)C3c2ccccc2)c1 (stereo partly specified)	-18	-4	-1	5	29	3	-9	/	13	-1	/
COc1ccccc1-c1cnc(C(O)c2cccc(F)c2)[nH]1 (stereo unspecified)	7	-1	-32	-3	-1	1	-30	3	-7	/	-24
O=C(/C=C\Nc1ccc(Cl)cn1)c1ccc(Br)cc1	-45	-1	-32	3	-41	3	-34	19	-77	2	-17
Cc1ccc2[nH]c3c(=O)n(CCc4cnc[nH]4)cnc3c2c1	-37	-4	-42	0	15	-2	-51	-13	53*	14	-41
CC(C)c1nc2sc3c(=S)nc[nH]c3c2c2c1CCC2	11	2	-1	-2	-29	0	-4	-15	7	-6	-6
c1ccc2c3c([nH]c2c1)C(C1CCCCC1)N(Cc1ncc[nH]1)CC3 (stereo unspecified)	2	4	10	-13	13	9	-27	8	10	-3	13
Cc1c(Cl)cccc1N(CC(=O)NC1CCCCC1)S(C)(=O)=O	7	-6	-14	-12	16	1	6	-10	5	-1	-1
COc1ccc(C(C)=O)cc1CN1CCCCC1	-20	1	5	1	13	0	4	-16	-2	-9	0
COc1ccc2c(C)cc(=O)oc2c1OCC(O)CN1CCOCC1 (stereo unspecified)	0	-7	-2	0	4	16	2	-5	4	/	-8
O=C(c1ccc([N+](=O)[O-])cc1)N1CCSC1c1ccc(Cl)cc1 (stereo unspecified)	1	-3	1	-10	-14	-1	4	3	-9	-2	-7
CN1/C(=C/C2CC(=O)NC2=O)C(C)(C)c2ccccc21 (stereo unspecified)	19	-6	4	-5	-1	-8	-1	-22	8	0	9

Quoted at random: 2 compounds from above.
SMILES	NR5A2 inv ag	ABHD5 PLIN5 PPI	NCOA3 inh	NOD2-RIPK2 inh	TWEAK-Fn14 inh	Granule exo inh	SRC1 inh	NR2F2 inh	TROY NFkB inh	TLR9-MyD88 inh	SRC2 inh
O=C(c1ccc([N+](=O)[O-])cc1)N1CCSC1c1ccc(Cl)cc1 (stereo unspecified)	1	-3	1	-10	-14	-1	4	3	-9	-2	-7
COc1ccc2c(C)cc(=O)oc2c1OCC(O)CN1CCOCC1 (stereo unspecified)	0	-7	-2	0	4	16	2	-5	4	/	-8

Next entries follow:
SMILES	NR5A2 inv ag	ABHD5 PLIN5 PPI	NCOA3 inh	NOD2-RIPK2 inh	TWEAK-Fn14 inh	Granule exo inh	SRC1 inh	NR2F2 inh	TROY NFkB inh	TLR9-MyD88 inh	SRC2 inh
COc1ccccc1CNS(=O)(=O)c1c(C)noc1C	-3	-4	2	12	6	-3	-9	5	3	-2	1
Cc1ccc(Nc2nc(NCC3CCCO3)nc(N)c2[N+](=O)[O-])cc1 (stereo unspecified)	24	9	9	-13	-5	2	15	13	9	0	-19
O=C(Nc1ccc2c(c1)OCO2)c1cc(-c2cccnc2)nc2ccccc12	-9	-2	4	-10	-3	-1	-52	18	-30	1	-15
COc1ccccc1OP(=O)(O)Oc1ccccc1OC	-7	-3	24	12	14	-5	-9	2	4	-10	-24
Cc1cccc(C(=O)OCC(=O)Nc2ccc(N3CCCCC3)cc2)c1O	28	-2	12	-6	0	-2	-6	3	1	8	-1
COc1ccc(CCN(C(=O)C(F)(F)F)C(C(=O)NC2CCCCC2)c2cccs2)cc1 (stereo unspecified)	-30	-10	-7	-8	2	13	9	-4	4	3	3
Cc1ccc(OC2=NS(=O)(=O)c3ccccc32)cc1	5	4	0	-5	-10	1	0	7	-15	-1	-4
O=C(NCN1CCN(c2ccccc2F)CC1)c1cccnc1	-23	-4	-19	-6	9	-2	-13	9	-2	-5	4
C/C(N)=C(/C#N)C(=O)CSc1nnc(-c2ccc3c(c2)OCO3)o1	-122	1	-56	8	83*	2	-103	-43	45	5	-20
CC(C)(C)NC(=O)C(c1ccc(F)cc1)N(CC1CCCO1)C(=O)CCC(=O)Nc1ccccn1 (stereo unspecified)	18	-1	6	6	36	17	-44	10	5	-4	4
Cc1ccc2[nH]c(CCN(C)C)c(CN3CCOCC3)c2c1	0	4	6	0	-3	-12	-8	-2	8	-2	-13
CC(C)c1ccc(-c2noc(C3CCCN(C(=O)c4ccc(F)cc4F)C3)n2)cc1 (stereo unspecified)	-5	-13	4	1	52*	3	-14	8	27	-8	10
O=C(c1cc(COc2ccc(F)cc2Cl)on1)N1CCCCCCC1	-4	-3	-11	3	-28	0	-3	-17	-51	16	-7
Cc1ccccc1OCC(O)CN(Cc1ccccc1O)C1CCCCC1 (stereo unspecified)	2	7	14	-1	37	68*	11	-6	6	-1	-10
NC1=NS(=O)(=O)NC1c1cccc(F)c1 (stereo unspecified)	-10	2	15	-4	-3	5	-8	11	3	5	-40

Only part of the results is shown, so the mix of outcomes need not match the whole.
